Luciferase inh: Firefly luciferase inhibition profiling of diverse chemical library using quantitative high-throughput screening. Luciferin 4-monooxygenase (Photinus pyralis), P08659. purified P. pyralis luciferase, luminescence, biochemical. Potency, µM (series often up to 115 µM), for inactives: at the top dose activity change, negative = inhibition, most hits filed as inhibitors. actives 2.5% (n = 76,000). AID 1347043, 2019; further: potency means the concentration at half of the fitted maximal effect; nearly all actives have a fitted effect of over 65% in size
Target sequence (P08659 whole entry, looked up): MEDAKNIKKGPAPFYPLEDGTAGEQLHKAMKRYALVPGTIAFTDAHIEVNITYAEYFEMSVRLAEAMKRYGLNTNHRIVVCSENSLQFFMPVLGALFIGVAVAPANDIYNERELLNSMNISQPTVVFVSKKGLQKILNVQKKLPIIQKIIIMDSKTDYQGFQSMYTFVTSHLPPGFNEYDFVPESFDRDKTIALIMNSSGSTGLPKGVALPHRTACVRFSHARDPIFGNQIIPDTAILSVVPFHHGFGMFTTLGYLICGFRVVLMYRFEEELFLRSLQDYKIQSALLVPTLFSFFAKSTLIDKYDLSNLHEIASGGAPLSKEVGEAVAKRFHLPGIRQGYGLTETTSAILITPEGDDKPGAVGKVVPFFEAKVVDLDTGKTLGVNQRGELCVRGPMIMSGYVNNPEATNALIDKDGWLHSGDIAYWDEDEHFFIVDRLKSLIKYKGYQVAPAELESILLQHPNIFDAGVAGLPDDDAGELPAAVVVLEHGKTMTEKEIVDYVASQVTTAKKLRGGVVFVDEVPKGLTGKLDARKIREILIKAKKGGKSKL
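Purified P. pyralis luciferase (10nM final) in 50mM Tris acetate pH 7.5, 10mM Mg acetate, 0.01% Tween-20, 0.05% BSA with 10uM D-luciferin and 10uM ATP. Compounds titrated qHTS. Luminescence imaged on CCD.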
SNCA expr inhib: Primary qHTS assay for inhibitors of alpha-synuclein gene (SNCA) expression | HEK-293 SNCA-luciferase knock-in, luminescence, 24 h | actives 0.17% (n = 140,000) | AID 1671194, 2021 | Potency, µM (series often up to 57.2 µM), inactives show at the top dose activity change, negative = inhibition, most hits filed as inhibitors;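 further: potency means the concentration at half of the fitted maximal effect; plate controls were DMSO cells for no effect and cell-free wells for full effect; nearly all actives have a fitted effect of over 45% in size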
GPT2 inh: Primary qHTS assay for inhibitors of Glutamate pyruvate transaminase 2 (GPT2); Potency, µM (highest dose often 57.7 µM), for inactives: top-dose activity change, negative = inhibition, most hits filed as inhibitors; AID 1671188, 2021; actives 0.25% (n = 100,000); Recombinant GPT2, coupled pyruvate oxidase/HRP Amplex Red fluorescence; further: potency means the concentration at half of the fitted maximal effect; nearly all actives have a fitted effect of over 60% in size; many of its hits are not listed in these tables
Target sequence (Q8TD30 whole entry, looked up): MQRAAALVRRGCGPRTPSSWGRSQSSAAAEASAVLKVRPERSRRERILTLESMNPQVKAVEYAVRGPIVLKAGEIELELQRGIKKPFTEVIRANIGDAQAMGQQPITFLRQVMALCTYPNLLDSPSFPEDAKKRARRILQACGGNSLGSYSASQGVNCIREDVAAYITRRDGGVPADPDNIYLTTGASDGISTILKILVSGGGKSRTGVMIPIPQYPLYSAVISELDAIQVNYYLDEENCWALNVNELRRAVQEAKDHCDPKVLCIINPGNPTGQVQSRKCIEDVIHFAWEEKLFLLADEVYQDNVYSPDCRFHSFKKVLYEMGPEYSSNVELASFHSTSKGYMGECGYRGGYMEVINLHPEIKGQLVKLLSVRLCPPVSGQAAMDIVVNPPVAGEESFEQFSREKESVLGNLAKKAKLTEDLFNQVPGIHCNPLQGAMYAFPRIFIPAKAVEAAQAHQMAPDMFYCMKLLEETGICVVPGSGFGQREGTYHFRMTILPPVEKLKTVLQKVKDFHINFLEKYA
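GPT2 10ng/uL, a-KG 250uM, L-Ala 2mM, HEPES pH7.5 + 0.0001% Tween; 30 min RT. Then Amplex mix (PO/HRP/ThPP), 30 min RT dark, fluorescence. AOA 50uM used as positive control.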
3T3 cytotox: Cytotoxic Profiling in NIH 3T3 Cell Line of Diverse Libraries Using Quantitative High-Throughput Screening. Potency, µM (doses to about 96.7 µM), for the others: at the highest dose activity change, negative = cytotoxicity, usual class: inhibitors. NIH 3T3 viability, CellTiter-Glo ATP luminescence, 48-72 h. AID 1345082, 2018. actives 4.3% (n = 94,000); further: potency means the concentration at half of the fitted maximal effect; nearly all actives have a fitted effect of over 55% in size
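Mouse fibroblast NIH 3T3 cells, 400 per well, received compound via pintool and were incubated for 48 or 72 hr prior to CellTiter-Glo ATP luminescence measurement.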
SNCA viab count: GF-AFC viability counterscreen for inhibitors of alpha-synuclein gene (SNCA) expression. HEK-293-SNCA-luc viability, GF-AFC fluorescence, 24 h. Potency, µM (series often up to 57.1 µM), inactives show top-dose activity change, negative = cytotoxicity, hits mostly cytotoxic. actives 0.12% (n = 150,000);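 further: potency means the concentration at half of the fitted maximal effect; 0% = DMSO-treated cells and -100% = medium-only wells without cells; nearly all actives have a fitted effect of over 30% in size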
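Cytotoxicity counterscreen: after 24 h compound treatment of genome-edited SNCA-luciferase HEK-293 cells, live-cell protease substrate GF-AFC read by fluorescence after 30 min; activity scaled between DMSO (0%) and medium-only (-100%), curves Hill-fitted.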
HEK cytotox: Cytotoxic Profiling in HEK 293 Cell Line of Diverse Libraries Using Quantitative High-Throughput Screening | HEK 293 viability, ATP luminescence (CellTiter-Glo), 48-72 h | Potency, µM (titrated, usually from 115 µM), without a hit: top-dose activity change, negative = cytotoxicity, usual class: inhibitors | actives 6.6% (n = 94,000) | AID 1345083, 2018; further: potency means the concentration at half of the fitted maximal effect; nearly all actives have a fitted effect of over 60% in size
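Cytotoxicity was scored by loss of ATP-coupled luminescence (CellTiter-Glo) in HEK 293 cells. Compound treatment ran 48 or 72 hr at 37 degree Celsius, 5% CO2, 95% humidity.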
IP6K1 inhibitor: Primary qHTS assay for small molecule inhibitors of Inositol hexaphosphate kinase 1 (IP6K1) | AID 1645851, 2021 | actives 0.81% (n = 140,000) | IP6K1 kinase, ADP-Glo luminescence, 2 h; hits give low values | activity change, % (series mostly up to about 58 µM); in the data active means activity change below about -25%
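ADP-Glo luminescence measures ADP made by human IP6K1 during a 2 h RT reaction with ATP/IP6 (mix at 1.3 mM/130 uM); top library doses 57.5 and 19.1 uM final.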
Active calls of the source: *; i = inactive; u = inconclusive; x = not tested or not shown; [ ] = dose if it differs, or a comment. Unless noted, the call rests on the fitted dose curve; in most records, active means well fitted curve in the direction sought with a large enough effect; inconclusive means small, poorly fitted or top-dose-only effect, or another doubt; inactive means no such curve, though single readings can be large; an effect the other way counts as inactive or inconclusive. Unless noted, on the % scale 0 is the no-effect control and ±100 the full control effect. An excerpt; count on the stated rates, not on these rows.

The line under a structure holds: Luciferase inh, SNCA expr inhib, GPT2 inh, 3T3 cytotox, SNCA viab count, HEK cytotox, IP6K1 inhibitor
COCCOC1CN(C2CCN(C(=O)c3cccc4[nH]ccc34)CC2)C12CCCCC2 (centres undefined)
 : -6%, 21%, 0%, -7%, 8%, i, 0
CCOC(=O)C1CCN(C(=O)CC(c2ccc(Cl)cc2)c2cn(C)c3ccccc23)CC1 (centres undefined)
 : -14%, u, i, u, u, u, -7
Cc1cccc(NC(=O)C(c2ccccc2)N2Cc3ccccc3C2=O)c1C (centres undefined)
 : x, 21%, x, x, -22%, x, -7
CC(C)c1nccn1Cc1cc(C(=O)NC(C)c2ccncn2)n[nH]1 (centres undefined)
 : 5%, -22%, u, i, -4%, 3%, 10
CC(C)NC(=O)c1nc(-c2ccc(Cl)cc2Cl)c2cnccn12
 : x, -28%, -5%, u, 0%, u, -11
COc1cccc(C(=O)N2CCC3(C2)NC(=O)N(Cc2ccc(Cl)cc2)C3=O)c1 (centres undefined)
 : -6%, -8%, i, u, 10%, u, -16
CS(=O)(=O)N1CCN(C(=O)CC[C@H]2NC(=O)c3ccccc3NC2=O)CC1
 : 0%, 7%, i, -4%, 3%, 6%, 29
O=C1CC(c2nnc(Cc3ccc(F)cc3Cl)o2)CN1c1ccccc1 (centres undefined)
 : x, -1%, x, x, -2%, x, 38
Cc1ccn2c(c1)nc(=O)c1cc(S(=O)(=O)N3CCC(C)CC3)c(Cl)cc12
 : x, 33%, x, x, 12%, x, 5
COc1ccc(CNC(=O)c2c(Nc3ccc(OC)cc3OC)sc(C(=O)c3ccc(Cl)cc3)c2N)cc1
 : x, 24%, x, x, -14%, x, -9
Cc1ccc(C2=NC3(CCN(C(=O)c4ccc5[nH]ccc5c4)CC3)ON2)cc1
 : u, 13%, i, u, -13%, u, -2
Cc1ccc(C(=O)N2CCC3(CC2)N(c2ccccc2)C(=O)CS3(=O)=O)c(C)c1
 : 6%, 11%, -4%, -8%, 2%, -8%, -7
O=c1[nH]c(C2CCCN(Cc3ccc(C(F)(F)F)cc3)C2)nn1-c1ccc(Cl)cc1 (centres undefined)
 : 0%, -8%, 1%, -31%, -2%, 0%, 10
O=C1NC(Cc2c[nH]c3ccccc23)C(=O)NC1Cc1cnc[nH]1 (centres undefined)
 : x, x, 2%[27.3 µM], x, -2%, x, 25
COc1ccc(S(=O)(=O)c2c(O)c(C)cc(NC(=O)c3ccccc3)c2C(C)C)cc1
 : x, 17%, x, x, -25%, x, -5
CNC(=O)[C@H]1C[C@H](Oc2ccccc2)CN1C(=O)NCc1ccc(OC)cc1
 : 0%, -12%, 3%, i, -4%, 3%, 16
Cc1ccc(C(=O)N2CCc3cc(CNC(=O)c4ccccc4F)ccc32)cc1
 : x, 6%, x, x, u, x, 47
O=C(CCc1nc(C2CCOCC2)n[nH]1)N1CCCCCC1
 : 1%, 11%, -1%, 0%, -4%, -3%, 0
Cc1ccc(C(=O)NCCn2cccc2-c2nc(-c3ccc4c(c3)OCO4)no2)cn1
 : 13µM*, 36%[activator], i, u, -29%, 28µM*, 1
O=C(NC(Cn1cccn1)c1ccccc1)c1ccc2nccnc2c1 (centres undefined)
 : 0%, u, i, -18%, -15%, -29%, 6
CCOc1ccc(-c2cc3nc(C4CCN(C(=O)OC(C)(C)C)CC4)c(C(=O)Nc4cc(OC)ccc4OC)cn3n2)cc1
 : x, -9%, x, x, -2%, x, 24
Cc1ccc(C(=O)N2CCC(c3nn(C)c4c3COCC4)CC2)cn1
 : 4%, -18%, 1%, i, 6%, 13%, -3
CC(C)c1nc(N2CCCC2)ncc1C(=O)O
 : 7%, 57%[activator], i, i, u, 13%, -4
O=C(NCc1ccco1)C1CCN(C(=O)N2CCOc3ccc(Cl)cc32)CC1
 : x, -27%, x, x, 0%, x, 8
O=C(NCCS(=O)(=O)N1CCN(c2ccccc2F)CC1)c1ccccc1C(F)(F)F
 : x, u, x, x, 23%, x, 0
COc1ccc(CC(=O)NCC(c2ccc(Cl)cc2)N2CCOCC2)cc1 (centres undefined)
 : x, 4%, x, x, 4%, x, -11
CCn1c(-c2ccccc2)nn(CC(=O)NCCN2CCCOC2=O)c1=O
 : -1%, 9%, i, 1%, -7%, 4%, 7
CC(=O)N1CCC(N2CCc3nn(Cc4ccccc4)c(=O)n3CC2)CC1
 : -8%, 6%, i, -8%, -3%, -15%, -7
O=C(c1cn(-c2ccccc2)nn1)N1CCOCC(O)(CN2CCCC2)C1 (centres undefined)
 : u, 17%, -13%, -21%, 3%, -15%, -8
COCCNC(=O)[C@@H]1C[C@@H](O)CN1C1CCN(C(=O)c2ccsc2)CC1
 : -3%, 9%, 0%, 1%, 5%, -3%, 10
O=C(Nc1cccc(F)c1)N1CCC2(CC1)CC(OCC1CC1)CCO2 (centres undefined)
 : 3%, 2%, -1%, u, -8%[12.5 µM], -13%, 8
O=C(O)CCc1ccc(-c2cccs2)n1CC(=O)Nc1ccccc1C(F)(F)F
 : x, 3%, x, x, -5%, x, -1
CN(C)c1ccc(CNC(=O)C2CCN(S(=O)(=O)c3ccc4c(c3)oc(=O)n4C)CC2)cc1
 : x, 13%, x, x, 3%, x, -4
CC(C)(C)CC(=O)NCC(=O)N1CCN(c2ccccn2)CC1
 : 0%, 2%, i, 1%, 4%, 2%, 4
O=C(COc1ccccc1)Nc1c(Cl)ccc2nsnc12
 : x, -7%, x, x, -4%, x, 0
O=[S+]([O-])(NC1CCN(c2ccc3nnc(C4CC4)n3n2)C1)c1ccccc1 (centres undefined)
 : x, x, x, u, x, u, -6
COCC(=O)NC[C@@H]1C=C(C)[C@H](Cc2nc3ccccc3n2C)C[C@H]1C(C)C
 : -5%[172 µM], -29%[87.6 µM], -7%[88.5 µM], 50µM*, u, 56µM*, 8
COc1ccc(-c2ccc3c(c2)C(=O)N2CCN(C(=O)CC(C)(C)C)C[C@@H]2C(=O)N3)cc1
 : -3%[172 µM], -10%[87.6 µM], -19%[88.5 µM], u, -1%[87.6 µM], u, 7
Cc1noc2c(NCc3ccncc3)cc(-c3cccc(C(F)(F)F)c3)nc12
 : -7%[172 µM], -10%[87.6 µM], -14%[88.5 µM], 50µM*, -13%[87.6 µM], 71µM*, -9
Cc1noc(-c2cccc(OC3CN(C(=O)c4ccoc4)C3)c2)n1
 : -9%, -9%, 1%, -29%, -16%, u, -3
COc1ccc(N2CC(c3noc(-c4ccc(C)c(C)c4)n3)CC2=O)cc1 (centres undefined)
 : -12%, -16%, -2%, u, -5%, u, 7
COc1cc2c(cc1OC)C(CNC(=O)c1cccs1)N(C(=O)Nc1ccc(C)cc1)CC2 (centres undefined)
 : -25%, 3%, i, u, -10%, -26%, 4
COc1ccc(C2Sc3ccccc3NC3=C2C(=O)c2ccccc23)c(OC)c1OC (centres undefined)
 : x, -6%, x, x, -25%, x, 1
CCOc1ccccc1CNC(=O)c1oc2ccc3c(c2c1C)C(=O)CC(C)(C)O3
 : x, 92%[activator], x, x, 3%, x, 8
CN(C)c1cnn(CC(=O)N2CCC(C(=O)N3CCOCC3)CC2)c(=O)c1
 : 6%, 9%, -13%, -10%, 2%, -10%, -3

The last three entries of the section before come first, to join the parts.
The line under a structure holds: Luciferase inh, SNCA expr inhib, GPT2 inh, 3T3 cytotox, SNCA viab count, HEK cytotox, IP6K1 inhibitor
COc1ccc(C2Sc3ccccc3NC3=C2C(=O)c2ccccc23)c(OC)c1OC (centres undefined)
 : x, -6%, x, x, -25%, x, 1
CCOc1ccccc1CNC(=O)c1oc2ccc3c(c2c1C)C(=O)CC(C)(C)O3
 : x, 92%[activator], x, x, 3%, x, 8
CN(C)c1cnn(CC(=O)N2CCC(C(=O)N3CCOCC3)CC2)c(=O)c1
 : 6%, 9%, -13%, -10%, 2%, -10%, -3
CN1CCN(c2cc(=O)c3ccnc(-c4ccc(F)cc4)c3o2)CC1
 : -8%[172 µM], 4%[87.6 µM], 1%[88.5 µM], u, -8%[87.6 µM], i, -15
CC(=O)C(Sc1nc(-c2ccccc2Cl)nc2c1c(=O)n(C)c(=O)n2C)C(=O)N(C)C (centres undefined)
 : x, 33%[activator], x, x, 0%, x, 12
CN(C)C(=O)Cc1c[nH]c2ncc(-c3cccnc3)cc12
 : -1%[230 µM], -24%[87.6 µM], -8%[88.5 µM], 25µM*, 10%[87.6 µM], -29%[230 µM], 0
CS(=O)(=O)c1ccc(-c2cnc([C@@H]3COCCN3C3CCOCC3)[nH]2)cc1
 : 10%[172 µM], 5%[87.6 µM], 2%[88.5 µM], 2%[138 µM], 4%[87.6 µM], i, 4
COc1ccc(C(=O)N2CCN(c3ccc4nnc(C)n4n3)CC2)cc1
 : x, x, x, -28%, x, -8%, 8
Cc1noc([C@@H]2CN(C(=O)CCCc3nc4ccccc4s3)C[C@H]2C(N)=O)n1
 : 6%, -11%, 2%, -13%, 0%, -19%, 23
Cc1ccccc1-c1cnc2[nH]cc(CC(=O)NC(C)C)c2c1
 : 4%[172 µM], -9%[87.6 µM], i, u, 2%[87.6 µM], u, -9
Cc1cn(C)c(CC(=O)NCc2cccc(Cl)c2)c1C(=O)O
 : x, -4%, x, x, 1%, x, -10
COCCn1c(COc2c(C)nc(C)nc2C)nnc1C1CC(N)C1 (centres undefined)
 : -3%, -7%, -17%, -14%, -9%, -16%, 1
COc1cccc(-c2ccc(C(=O)NCCCn3ccnc3C(C)C)cn2)c1
 : -2%, 19%, -4%[11.5 µM], 1%, 2%, u, 23
O=C(Cn1c(=O)oc2ccccc21)N1CCC2(CC1)CC(N1CCCCC1)CCO2 (centres undefined)
 : -7%, 28%, 3%, -3%, 5%, i, 14
CCn1cc2c(n1)-c1c(oc(C(=O)Nc3ccc(Br)cc3F)c1C)CC2
 : x, 90%[activator], x, x, 4%, x, 10
O=C(c1sccc1Cl)N1CCn2nc(C(O)c3ccccc3)cc2C1 (centres undefined)
 : 5%, -9%, -12%, -17%, -7%, -2%, 12
Cn1c(=O)c2c(nc(Oc3ccc(F)cc3)n2Cc2ccc(F)cc2)n(C)c1=O
 : x, 40%[activator], x, x, -13%, x, 20

Compound activity deposited in PubChem by National Center for Advancing Translational Sciences (NCATS).
